Screening data: PubChem BioAssay, National Center for Advancing Translational Sciences (NCATS)
PI5P4K alpha inh: inhibitors of human PI5P4K alpha | 330,000 compounds, 1.2% hits | max response, % | P48426 | AID 652105 | PI5P4Kalpha enzyme, ADP-Glo luminescence, 60 min; stronger effect = lower value; active = max response of -50% or lower; inconclusive = between -30% and -50%; inactive = -30% or higher; note: value at the top dose of about 77 µM; % is set by controls: 0 for no effect and ±100 for the full control effect
Target sequence (P48426 whole entry, looked up): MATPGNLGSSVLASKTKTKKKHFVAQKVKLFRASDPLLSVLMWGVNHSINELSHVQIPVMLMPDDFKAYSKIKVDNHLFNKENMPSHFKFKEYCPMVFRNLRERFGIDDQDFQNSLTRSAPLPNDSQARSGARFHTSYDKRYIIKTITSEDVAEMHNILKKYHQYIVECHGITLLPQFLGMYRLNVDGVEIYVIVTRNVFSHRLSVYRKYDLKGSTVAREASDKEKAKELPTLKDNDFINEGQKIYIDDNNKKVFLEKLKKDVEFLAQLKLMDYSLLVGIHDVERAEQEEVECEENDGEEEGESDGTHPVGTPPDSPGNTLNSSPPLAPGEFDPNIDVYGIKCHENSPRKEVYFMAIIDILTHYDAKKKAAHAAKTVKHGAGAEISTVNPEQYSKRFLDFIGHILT
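Compounds were pin-transferred onto PI5P4Kalpha and substrate in HEPES pH 7.4 buffer with EGTA, CHAPS and 5% DMSO. ATP (5 microM final) started the reaction, which ran 60 minutes at room temperature before ADP-Glo detection.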
GLP-1R agonist: agonists of human GLP-1 receptor; P43220; HEK293 GLP-1R CRE-luciferase, luminescence, 4-6 h; cells express a hypersensitive GLP-1R form; Potency, µM (highest dose often 45.6 µM), inactives show at the highest dose activation, usual class: activators; 380,000 compounds, 0.007% hits; note: potency is the fitted concentration of half-maximal effect; % of control where 0% means no effect
PTHR1 ag: agonists of human PTHR1 parathyroid hormone receptor; HEK293 GP2 PTHR1 cells, GloSensor cAMP luminescence, 1 h; 410,000 compounds, 0.075% hits; Potency, µM (highest dose often 115 µM), for the others: top-dose activation, most hits filed as activators; Q03431; note: potency is the fitted concentration of half-maximal effect; nearly all actives have a fitted effect of over 55% in size; some results filed as inactive show a strong effect at the top dose; inactives centre near -15; many of its hits are not listed in these tables
Target sequence (Q03431 whole entry, looked up): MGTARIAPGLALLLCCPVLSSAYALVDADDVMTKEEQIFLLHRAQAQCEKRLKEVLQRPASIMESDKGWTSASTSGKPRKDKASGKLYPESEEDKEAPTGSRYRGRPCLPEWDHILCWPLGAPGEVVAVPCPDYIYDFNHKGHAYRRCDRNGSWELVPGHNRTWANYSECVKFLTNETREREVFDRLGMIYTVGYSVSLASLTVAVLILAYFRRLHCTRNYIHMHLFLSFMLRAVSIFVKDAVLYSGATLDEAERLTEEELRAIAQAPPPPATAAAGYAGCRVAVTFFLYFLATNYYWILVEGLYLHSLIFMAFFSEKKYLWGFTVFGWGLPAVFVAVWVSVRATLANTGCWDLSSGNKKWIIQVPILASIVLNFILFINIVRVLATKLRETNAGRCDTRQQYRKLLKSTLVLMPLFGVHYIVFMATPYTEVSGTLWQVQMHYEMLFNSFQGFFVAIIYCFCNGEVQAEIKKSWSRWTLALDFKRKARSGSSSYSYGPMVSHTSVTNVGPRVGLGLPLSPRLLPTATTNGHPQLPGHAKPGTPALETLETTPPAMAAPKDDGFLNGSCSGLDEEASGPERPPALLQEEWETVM
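HEK-293-derived GP2 cells expressing PTHR1 and a GloSensor cAMP reporter, 3,000/well, plated overnight, given luciferin plus IBMX (each 0.5 mM as added) for 1 h at 37 °C, then compound for 1 h at 37 °C. Luminescence was read after 15 min at room temperature.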
GLP-1R inv ag: acts as inverse agonist at human GLP-1 receptor | P43220 | HEK293 GLP-1R CRE-luciferase, luminescence, 24 h; GLP-1R form is constitutively active | Potency, µM (series often up to 38.3 µM), for the others: at the top dose activity change, negative = inhibition, actives largely listed as inhibitors | 410,000 compounds, 1.6% hits | AID 624417; note: potency is the fitted concentration of half-maximal effect; % is set by controls: 0 for no effect and ±100 for the full control effect; nearly all actives have a fitted effect of over 55% in size
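GLP-1R inverse agonism mode: basal reporter luminescence in engineered HEK293 cells measured after one day of compound exposure at 37 deg C, with a 12 min room-temperature detection step.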
HEK293 tox: cytotoxic in the GLP-1 receptor inverse agonist counter-screen; Potency, µM (doses to about 38.3 µM), for inactives: at the highest dose activity change, negative = inhibition, usual class: inhibitors; AID 624418; 410,000 compounds, 0.13% hits; HEK293 cAMP-luciferase reporter cells, luminescence, 24 h;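 note: loss of luciferase light is scored as toxicity; potency is the fitted concentration of half-maximal effect; % is set by controls: 0 for no effect and ±100 for the full control effect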
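A 23 nL compound transfer followed 12 hours of cell culture at 37 deg C; exposure then lasted 24 hr. Luciferase assay detection reagent was dispensed and plates read for luminescence after a 12 min room-temperature wait.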
EPAC1 ag: agonists of human EPAC1; Potency, µM (series often up to 154 µM), for inactives: at the top dose activation, usual class: activators; EPAC1 agonist qHTS, biochemical assay; response scale: 100% = response to 6.5 mM cAMP; 360,000 compounds, 0.073% hits; O95398; AID 720707; note: potency is the fitted concentration of half-maximal effect; nearly all actives have a fitted effect of over 60% in size
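Normalized to 6.5 mM cAMP, activity reflects EPAC1-catalysed release of BODIPY-GDP from Rap1B, followed kinetically over 30 min at 480 nm excitation, 540 nm emission. Reaction contained 100 nM EPAC1, 250 nM Rap1B-BODIPY-GDP, 50 uM GDP.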
PLK1 PBD block: PLK1 (human) polo-box domain binding inhibition | 360,000 compounds, 2.8% hits | Plk1 PBD binding of FITC phosphopeptide, fluorescence polarization | P53350 | Potency, µM, for inactives: max response, negative = inhibition, actives largely listed as inhibitors; note: potency is the fitted concentration of half-maximal effect; series mostly up to about 57 µM; % is set by controls: 0 for no effect and ±100 for the full control effect; nearly all actives have a fitted effect of over 65% in size
EPAC1 antag: antagonists of human EPAC1; Potency, µM (series often up to 115 µM), for inactives: at the top dose activity change, negative = inhibition, usual class: inhibitors; 360,000 compounds, 0.14% hits; EPAC1 GEF assay, Rap1b-BODIPY-GDP exchange fluorescence;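 note: potency is the fitted concentration of half-maximal effect; plate controls were vehicle for no effect and positive control for full effect; nearly all actives have a fitted effect of over 50% in size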
IL-2 act: activators of IL-2. IL-2 activation reporter assay, cell-based qHTS; stimulated with anti-CD3/CD4/CD28 beads; in transgenic mouse T cells. activation, % (series mostly up to about 46 µM). 360,000 compounds, 0.065% hits. AID 652025; in the data active = activation above about 50%; inconclusive = mostly about 30% to 49%; note: 0% is about no effect
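Unstimulated transgenic mouse T cells preincubated 60 min with compound, then stimulated with anti-CD3/anti-CD4-coated beads plus anti-CD28 for 18 h at 37 degrees C. IL-2 response read as EGFP and DsRed fluorescence by plate cytometry.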
An asterisk follows results filed as active; i = inactive; ? = inconclusive; . = no result given; [ ] = dose if it differs, or a comment. Unless noted, calls come from the whole dose curve; as a rule, active = well fitted curve in the direction sought with a large enough effect; inconclusive = small, poorly fitted or top-dose-only effect, or another doubt; inactive = no such curve, though single readings can be large; an effect the other way counts as inactive or inconclusive. Not all compounds are listed; the hit share may differ from the screen's.

SMILES | PI5P4K alpha inh | GLP-1R agonist | PTHR1 ag | GLP-1R inv ag | HEK293 tox | EPAC1 ag | PLK1 PBD block | EPAC1 antag | IL-2 act
COc1cccc2sc3cc(C#CC4(O)CCCCC4)ccc3c(=O)c12 | -26 | -12% | -95%[inhibitor] | ? | ? | 3% | 0% | -16% | -0.3
CCOc1ccc(C2CC(=O)NC(SCC(=O)OC)=C2C#N)cc1 (stereo not given) | 5 | 2% | -71%[inhibitor] | -6% | 5% | -3% | -24% | 5% | -0.9
O=C(NNC(=O)c1cccc(S(=O)(=O)Nc2ccccc2F)c1)c1ccncc1 | -1 | -2% | -20% | 12% | -5% | -8% | 4% | 27% | -2.6
NC(=O)COc1ccccc1/C=C1/SC(=O)N(CC(=O)N2CCc3ccccc3C2)C1=O | -9 | -3% | -24% | ? | -21% | -3% | -9% | -18% | 0.1
CCOC(=O)C(=O)NCc1ccc(/C=C2/N=C(C)C(C(=O)OCC)=C2O)o1 | -16 | -1% | i | 17% | 5% | -2% | -18% | 1% | -1.1
CC(=O)c1sc(NC(=O)c2ccco2)nc1-c1ccccc1 | -1 | 1% | -13% | 41%[activator] | -30% | 1% | -8% | -5% | 1.7
Nc1nc(-c2ccc(Cl)cc2)nn1C(=O)c1cccs1 | 4 | 3% | i | 0% | -4% | 10% | 7% | -3% | 1.1
COC(=O)CN(c1ccccc1F)S(=O)(=O)c1ccccc1 | . | 0% | i | 8% | 3% | 8% | -6% | 5% | 1.6
CCOc1ccc(-n2nnc3c(=O)n(CC(=O)NCc4ccco4)cnc32)cc1 | -19 | 10% | -10% | 7% | 9% | 5% | -14% | -11% | -0.4
c1ccc(CN2CCOCCOCCOCC2)cc1 | 2 | 12% | i | -2% | 16% | 6% | -2% | 7% | 2.5
COc1ccccc1-n1c(SC(C)C(=O)NCC2CCCO2)nc2cc(Cl)ccc2c1=O (stereo not given) | 5 | 1% | i | ? | 7% | -1% | -2% | -20% | -2.6
CC(=O)Nc1cccc(NC(=O)C2CC(=O)N(CCc3ccc(F)cc3)C2)c1 (stereo not given) | 0 | 2% | i | 0% | 0% | -1% | -7% | 6% | 0.6
CC(=O)Nc1ccc(NC(=O)CN2CCN(c3ccccn3)CC2)cc1 | 18 | 9% | -16% | 7% | 15% | 9% | -2% | -4% | -1.0
CCN(C[C@H]1N[C@@](Cc2ccccc2)(C(=O)OC)[C@H]2C(=O)N(Cc3ccccc3)C(=O)[C@@H]12)C(=O)c1ccc(F)cc1 | 4 | 5% | -22% | 9% | -7% | -1% | -3% | -1% | -0.1
CCC(C)(C)NC(=O)c1sccc1Oc1ccc(F)cc1[N+](=O)[O-] | -19 | 14% | -6% | ? | 27% | 1% | ? | -22% | 1.9
NS(=O)(=O)c1ccc(N2N=C(c3ccccc3)CC2c2cccc(Br)c2)cc1 (stereo not given) | -7 | 0% | -60%[inhibitor] | ? | 8% | 14% | 1% | -20% | -0.6
Cc1ccc(S(=O)(=O)Nc2ccc(Nc3nccn4c(-c5ccc6ccccc6c5)cnc34)cc2)cc1 | 5 | -8% | i | ? | -3% | -17% | 5% | -6% | -0.4
CCOc1ccc(S(=O)(=O)N2CCC(C(=O)Nc3cccc(NC(C)=O)c3)CC2)cc1 | 8 | 14% | -9% | 1% | -12% | 7% | -8% | -8% | -0.9
CC1=C(CC(=O)O)c2cc(F)ccc2C1=Cc1ccc(S(C)(=O)=O)cc1 | -4 | 10% | -22% | 7% | 17% | 1% | -17% | -10% | -0.1
O=C(Nc1ccnn1C1CCN(Cc2ccc(CO)o2)CC1)c1cccc(F)c1 | 0 | -1% | 18% | -18% | -14% | 19% | 0% | -28% | 0.0

Overlap with the part before: three compounds, followed by the next part.
SMILES | PI5P4K alpha inh | GLP-1R agonist | PTHR1 ag | GLP-1R inv ag | HEK293 tox | EPAC1 ag | PLK1 PBD block | EPAC1 antag | IL-2 act
CCOc1ccc(S(=O)(=O)N2CCC(C(=O)Nc3cccc(NC(C)=O)c3)CC2)cc1 | 8 | 14% | -9% | 1% | -12% | 7% | -8% | -8% | -0.9
CC1=C(CC(=O)O)c2cc(F)ccc2C1=Cc1ccc(S(C)(=O)=O)cc1 | -4 | 10% | -22% | 7% | 17% | 1% | -17% | -10% | -0.1
O=C(Nc1ccnn1C1CCN(Cc2ccc(CO)o2)CC1)c1cccc(F)c1 | 0 | -1% | 18% | -18% | -14% | 19% | 0% | -28% | 0.0
CCc1nnc(NC(=O)CSc2nnc(Cc3cc(=O)[nH]c(=O)[nH]3)n2-c2ccc(OC)cc2)s1 | 0 | -3% | i | 0% | -2% | -11% | -6% | 16% | -4.4
Cc1cc(OC2CCCCC2)nc(-c2ccccc2O)n1 | 4 | -8% | i | 6% | 4% | 4% | -3% | 20% | -2.5
CC(=O)N1CCN(C(=O)c2ccc(OC3CCN(Cc4ccccn4)CC3)cc2)CC1 | 1 | 3% | -5% | -17% | -14% | -7% | -8% | ? | -0.6
O=C(COC(=O)c1cccc(S(=O)(=O)N2CCN(c3ccc(F)cc3)CC2)c1)NCC1CCCO1 (stereo not given) | -5 | 0% | i | 20%[7.66 µM] | 4%[7.66 µM] | -11% | 1% | -10% | 0.4
Cn1c(C(=O)N2CCC(C(=O)N3CCOCC3)CC2)cc2sccc21 | -11 | 0% | i | -2% | -15% | -13% | -4% | 13% | -1.6
S=c1nc(NCc2cccc(Cl)c2)c2ccccc2[nH]1 | 1 | -4% | -5% | -7% | ? | 3% | -9% | 16% | -3.7
COc1ccc(C(=O)CSc2nc(C)cc(=O)[nH]2)cc1 | -8 | -1% | -12%[57.5 µM] | 16% | 5% | 6% | -18% | 7% | -0.3
Cc1cc(CN(C)C(=O)C2CCC(=O)N(CCc3cccc(F)c3)C2)on1 (stereo not given) | 1 | -17% | i | 6% | -1% | -9% | -1% | 2% | 0.4
CC(c1ccccc1)C1C(C#N)=C(N)OC2=C1C(=O)CC(C)(C)C2 (stereo not given) | 1 | 7% | ? | -1% | 0% | 7% | -5% | 6% | 3.9
CCN(CC)C(=O)CSc1nc2c(sc(=S)n2-c2ccccc2)c(=O)n1-c1ccccc1OC | -1 | 10% | i | ? | -11% | -1% | 1% | -21% | -0.1
Cc1cc(N(C)C)nc(SC(C)C)n1 | 0 | 1% | -50%[inhibitor][57.5 µM] | -11% | -5% | 5% | 2% | 6% | -0.2
COc1ccc(C(CNC(=O)c2oc3ccc(OC)cc3c2C)N2CCCC2)cc1 (stereo not given) | 2 | 2% | -13% | ? | -7% | -6% | -5% | 16% | -7.3
O=C(CSc1nc2sccc2c(=O)[nH]1)N1CCN(c2ccccc2)CC1 | ? | -3% | -4% | 1% | 19% | -3% | -8% | 1% | 1.1
CC(C)CC(=O)Nc1ccccc1-c1nnn(CC(=O)N2CCOCC2)n1 | . | -9% | -8%[57.5 µM] | -8% | 0% | -6% | 0% | -2% | -0.2
COC(=O)c1cc(OC)c(OC)cc1NC(=O)CCC1CCCC1 | -5 | 5% | -22% | ? | 9% | 8% | -5% | -3% | -4.0
CCN(C(=O)CSc1nnc(-c2cccc(Cl)c2)n1N)c1c(N)n(Cc2ccccc2)c(=O)[nH]c1=O | -1 | -2% | -58%[inhibitor] | 10% | 34%[activator] | 8% | -12% | 11% | -0.2
CC1(C(=O)Nc2ccc(Cl)c(C(F)(F)F)c2)Cc2c(-c3ccc(C(N)=O)cc3)ccnc2O1 (stereo not given) | 0 | -2% | -21% | ? | ? | -12% | 6% | -11% | 1.0
Cc1cccc(CN2CCN(c3nc4nonc4nc3NC3CC3)CC2)c1 | 10 | 8% | -29% | ? | 10% | -2% | -11% | 6% | 0.9
CC(c1nc2ccccc2o1)N1C(=O)c2ccccc2C1=O (stereo not given) | . | 12% | -7% | 10% | -17% | 5% | -2% | 10% | 0.4
COC(=O)N(C)c1ccccc1C(=O)N1CCOCC1 | 2 | 3% | i | 4% | 2% | -9% | -9% | 15% | -0.4
COc1ccc(OC)c(CNC(=O)CCNC(=O)Cn2ccc3ccccc3c2=O)c1 | -3 | -5% | i | -4% | -2% | -8% | -2% | 10% | 1.7
CC(=O)c1cc(-c2ccccc2)n(CC(=O)NC2CCCC2)c1C | . | 1% | i | -1% | -5% | 0% | 0% | -6% | -0.9
O=C(N/N=C/c1ccc(O)c([N+](=O)[O-])c1)C(O)(c1ccccc1)c1ccccc1 | -8 | -7% | i | 8% | -17% | -6% | 3% | -11% | -2.1
CC(=O)N1CCN(C(=O)c2cc(C)nc3ccccc23)CC1 | -1 | -2% | -1% | 13% | 1% | -6% | -8% | 21% | -3.1
CCc1ccc(NC(=O)N(Cc2cn(CC)c3ccccc23)C2CCCCC2)cc1 | . | -6% | -24% | -76% | -39% | . | . | . | .
Cc1ccc(-c2ccc(S(=O)(=O)Nc3cccnc3)cc2)cc1 | -1 | 3% | -74%[inhibitor] | 3% | 10% | 3% | 5% | 12% | 1.7
CCCCn1c(N)c(N(Cc2ccccc2OC)C(=O)C2=COCCO2)c(=O)[nH]c1=O | 2 | 4% | -33%[inhibitor] | 38%[activator] | -1% | 8% | -15% | 11% | -1.4
COC(=O)c1c(NC(=O)/C=C/C(=O)O)sc(C)c1-c1ccc(C)c(C)c1 | -26 | 28% | -28% | ? | ? | -5% | ? | -6% | -0.6
O=C(Nc1ccc(N2CCN(Cc3ccccc3)CC2)cc1)c1ncn[nH]1 | 2 | -2% | i | 10% | 0% | 0% | 0% | 1% | -3.3
CCOC(=O)C1CCCN(c2c(NCCN(C)Cc3ccccc3)c(=O)c2=O)C1 (stereo not given) | -3 | -3% | -20% | 10% | 4% | -10% | -4% | -5% | 0.5
Cc1nc(C)c(-c2csc(Nc3cccc(O)c3)n2)s1 | 2 | ? | -30%[inhibitor] | -22% | -7% | -3% | 1% | -7% | -2.1
COc1cnc(-c2cccc(C(F)(F)F)c2)c(NC(=O)c2cc3ccccc3s2)n1 | 3 | -6% | ? | -11% | -9% | -13% | -15% | -6% | -0.8
